MBNL1-CUG inh = qHTS Assay for Inhibitors of MBNL1-poly(CUG) RNA binding; Muscleblind-like protein 1 (Homo sapiens), Q9NR56; TR-FRET MBNL1-His/biotin-(CUG)12 binding, 665/545 ratio; Potency, µM (series often up to 57.5 µM), for the others: at the top dose activity change, negative = inhibition, actives largely listed as inhibitors; actives 0.036% (n = 280,000); AID 2675, 2010; active = well fitted inhibition curve with a large enough effect in the signal ratio, with a control signal flat, not every such curve was filed as active; inconclusive = small, poorly fitted or top-dose-only effect, or effect the other way, or a change in a side signal; inactive = no such curve, though single readings can be large or run the other way; the % refers to the signal ratio; note: potency is the fitted concentration of half-maximal effect; % is set by controls: 0 for no effect and ±100 for the full control effect
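Ratiometric TR-FRET (665 over 545 nm, excitation 340 nm) tracks disruption of MBNL1-His/biotin-(CUG)12 complex after 60 min at room temperature, with compounds at 92 nM to 58 uM final.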
hERG WT inh = qHTS for Inhibitors of KCHN2 3.1: Wildtype qHTS; Voltage-gated inwardly rectifying potassium channel KCNH2 (Homo sapiens), Q12809; U2OS, BacMam KCNH2, thallium flux FluxOr; active compounds read low; activity change, % at 1.84 µM; actives 0.37% (n = 340,000);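 active = maximum activity change below -70%; inconclusive = maximum activity change between -70% and -50%; inactive = maximum activity change above -50%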; note: % is set by controls: 0 for no effect and ±100 for the full control effect
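U2OS cells transduced with wild-type KCNH2 virus are loaded with FluxOr dye for 45 min, and thallium flux is measured in kinetic reads before and after stimulation buffer. Rate constants are normalized to DMSO controls.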
KCNH2 3.1 block = qHTS for Inhibitors of KCHN2 3.1: Mutant qHTS | Potassium voltage-gated channel subfamily H member 2, brain isoform KCNH2 3.1 (human) | U2OS KCNH2 3.1, thallium flux FluxOr; active compounds read low | activity change, % (tested at about 1.8 µM) | actives 0.95% (n = 340,000);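 active = maximum activity change below -70%; inconclusive = maximum activity change from -70% to -50%; inactive = maximum activity change above -50%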;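 note: thallium influx rate constant from kinetic fluorescence after stimulation buffer; % is set by controls: 0 for no effect and ±100 for the full control effect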
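Kinetic fluorescence (2 min after stimulation buffer) measures Tl+ influx through KCNH2 3.1 expressed by viral transduction in U2OS cells; the rate constant is normalized against DMSO controls serving as positive and negative references.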
TRPV1 ag = HTS Assay for Compounds that Act as Agonists of the Vanilloid Receptor 1. Transient receptor potential cation channel subfamily V member 1 (Homo sapiens), Q8NER1. activation, % at 8.33 µM. TRPV1-expressing cells, Fluo-8 calcium influx, agonist mode. actives 0.19% (n = 320,000); in the data active = activation above about 80%; inconclusive = between about 30% and that limit; note: 0% is about no effect
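Cells expressing TRPV1 were dye-loaded with Fluo-8 and read kinetically: 10 s baseline, 3 min after compound (agonist portion), then 2 min after EC20 capsaicin (allosteric enhancer portion). Calcium-bound dye fluorescence at 480/520 nm.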
CXXC DNA block = qHTS Fluorescence Polarization Assay for Inhibitors of MLL CXXC domain - DNA interaction. Histone-lysine N-methyltransferase 2A (Homo sapiens), Q03164. MLL-CXXC / FITC-HOXA9 DNA fluorescence polarization. Potency, µM (top dose mostly 115 µM), for the others: at the top dose activity change, negative = inhibition, hits mostly inhibitors. actives 0.037% (n = 290,000). AID 2662, 2010; active = well fitted inhibition curve with a large enough effect in the polarisation, with a control signal flat, not every such curve was filed as active; inconclusive = small, poorly fitted or top-dose-only effect, or effect the other way, or a change in a side signal; inactive = no such curve, though single readings can be large or run the other way; the % refers to the polarisation; note: potency is the fitted concentration of half-maximal effect
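Fluorescence polarization: 7 uM MLL-CXXC (stock) preincubated 5 min with compounds, then 50 nM fluorescein-HOX-A9 DNA (stock) added; 30 min ambient. Buffer 50 mM Tris-HCl pH 7.5, 50 mM NaCl, 1 mM DTT, 0.05% BSA.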
ASM inhibitor = Inhibitors of Secretory Acid Sphingomyelinase (S-ASM): qHTS. Sphingomyelin phosphodiesterase (Homo sapiens), P17405. placental ASM, HMU-PC fluorogenic substrate, 60 min. Potency, µM (doses to about 57.5 µM), inactives show top-dose activity change, negative = inhibition, hits mostly inhibitors. actives 0.006% (n = 340,000). AID 504937, 2011; note: potency is the fitted concentration of half-maximal effect
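HMU-PC0 cleavage (9 uM final) by human placental ASM, 60 min at 37 °C following 10 min compound exposure at RT; stopped at pH 10, fluorescence Ex 386/Em 447 nm.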
Coupling enz = qHTS Assay for Inhibitors of Fructose-1,6-bisphosphate Aldolase from Giardia Lamblia: Coupling assay counterscreen. coupling enzyme system counterscreen, AmpLite Red fluorescence. activity change, negative = inhibition, % at 58.2 µM, hits read low. actives 0.67% (n = 290,000); in the data active = activity change below about -30%; note: % is set by controls: 0 for no effect and ±100 for the full control effect
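Activity here indicates interference with the coupling reaction, not aldolase inhibition. Compounds at 57.5 uM final met coupling enzymes for 10 min at RT; substrate and AmpLite Red detection followed, with a 525/598 nm fluorescence read after 20 min.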
Integrin act MD = qHTS for Activators of Integrin-Mediated Alleviation for Muscular Dystrophy; actives 0.064% (n = 350,000); Potency, µM (titrated, usually from 38.3 µM), inactives show at the highest dose activation, usual class: activators; alpha7betagal myoblasts, beta-gal FDG fluorescence, 48 h;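 note: potency is the fitted concentration of half-maximal effect; 100% = response of the positive control SU9516; nearly all actives have a fitted effect of over 60% in size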
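alpha7betagal+/- myoblasts (passage 13, 250/well) treated 48 h at 37C with compounds at 1:260 dilution of DMSO stock. Lysed, then beta-galactosidase activity read as FDG fluorescence (ex 480/em 540) after 30 min, with pre-read for autofluorescence.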
A-T KAP1 phos = qHTS Assay for Identifying a Potential Treatment of Ataxia-Telangiectasia. Potency, µM (doses to about 57.5 µM), for the others: at the highest dose activation, actives largely listed as activators. actives 0.19% (n = 320,000). […] A-T fibroblasts, KAP-1 phosphorylation AlphaLISA; neocarzinostatin DNA damage 30 min before lysis; note: potency is the fitted concentration of half-maximal effect; % of control where 0% means no effect; nearly all actives have a fitted effect of over 45% in size
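hTERT-immortalized A-T patient fibroblasts ([…]), 500 cells/well in OPTI-MEM, 1% FBS, got compounds for 60 min, then NCS for 30 min at 37C. Lysates were then assayed for phospho-KAP-1 by AlphaLISA (anti-pKAP1 donor, anti-KAP1 acceptor beads), 6 hr at 25C.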
GALK inh = qHTS Assay for Inhibitors of Human Galactokinase (GALK). Purified GALK, Kinase-Glo residual ATP luminescence. Potency, µM (highest dose often 57.5 µM), for the others: top-dose activity change, negative = inhibition, actives largely listed as inhibitors. actives 0.007% (n = 270,000); note: potency is the fitted concentration of half-maximal effect; % is set by controls: 0 for no effect and ±100 for the full control effect
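Human GALK (5 nM) with 35 uM ATP and 100 uM galactose in 20 mM HEPES pH 8.0, 5 mM MgCl2, 60 mM NaCl, 1 mM DTT, 0.01% BSA. After 1 h at room temperature, leftover ATP was read by Kinase-Glo Plus luminescence.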
Active calls of the source: *; i = inactive; ? = inconclusive; . = no result given; [ ] = dose if it differs, or a comment. Unless noted, calls come from the whole dose curve; as a rule, active = well fitted curve in the direction sought with a large enough effect; inconclusive = small, poorly fitted or top-dose-only effect, or another doubt; inactive = no such curve, though single readings can be large; an effect the other way counts as inactive or inconclusive.

Values in the order: ASM inhibitor	TRPV1 ag	GALK inh	KCNH2 3.1 block	hERG WT inh	A-T KAP1 phos	Integrin act MD	MBNL1-CUG inh	Coupling enz	CXXC DNA block
1. O=c1[nH]c(SCc2ccccc2Cl)nc2c1CCC2
    -1.1%	-1.5	0.3%	12.8	-27.4	-3.7%	-18.4%	-2.9%	1.7	-2.0%
2. CC(=O)N1CCSc2ccc(S(=O)(=O)NCCc3cccc(C)c3)cc21
    -0.5%	14.8	2.7%	7.6	-1.1	-1.2%	-7.4%	-1.9%	.	-3.5%
3. Cc1cc(NC(=O)CCC(=O)N(c2ccccc2)C(C(=O)NC2CCCCC2)c2cccs2)no1 (configuration not stated)
    1.1%	19.7	0.2%	-5.6	-16.0	-0.3%	7.8%	7.3%	2.1	-2.3%
4. Oc1cccc(Nc2c3ccccc3nc3ccccc23)c1
    .	3.6	-2.0%	-14.4	19.1	26.3%	-32.7%	?	-2.5	2.9%
5. O=C(CSc1n[nH]c(-c2ccccn2)n1)Nc1cccc(Cl)c1
    -5.9%	6.4	-3.5%	-70.2*	2.4	-1.7%	-27.0%	2.0%	.	33.2%[activator]
6. CCC1C(C#N)=C(N)OC2=C1C(=O)CC(C)(C)C2 (configuration not stated)
    6.9%	0.7	-0.1%	8.5	-23.7	-2.0%	0.0%	-1.3%	-2.4	-6.2%
7. CCOC(=O)[C@H]1[C@H]2COc3ccc(C)cc3[C@@H]2N2C(=O)[C@@H](C)NC(=O)[C@@]12C
    0.7%	3.2	.	8.2	-21.7	-8.6%	-17.0%	.	.	.
8. NS(=O)(=O)c1ccc(CNC(=S)NC(=O)c2ccco2)cc1
    1.8%	.	.	3.1	-2.4	7.0%	-18.6%	.	.	.
9. Cc1cccc(N(C(=O)Cn2nnc3ccccc32)C(C(=O)NCc2ccco2)c2ccncc2)c1C (configuration not stated)
    2.2%	0.7	5.4%	3.5	2.1	0.6%	-6.2%	-2.7%	-2.3	3.6%
10. O=C(COC(=O)c1cccs1)NCC1CCCCC1
    -0.2%	18.4	8.1%	6.4	0.4	7.0%	0.9%	-0.7%	4.1	5.7%
11. Cc1cccn2c(=O)c3cc(C(=O)NCC(C)C)sc3nc12
    .	4.2	-3.3%	-2.6	-3.9	2.1%	0.0%	15.7%	-1.6	15.9%
12. O=C(O)c1ccccc1OCc1nc2ccccc2s1
    0.1%[11.5 µM]	-4.1	-2.0%	-13.4	1.6	20.5%	-11.2%	-3.7%	-0.2	21.2%
13. C/C(=N/NS(=O)(=O)c1cc(C)ccc1C)c1c[nH]c2ccccc12
    -13.0%	6.7	-12.0%	18.7	3.6	19.3%	-23.9%	0.4%	.	-1.6%
14. CN1CCN(C(=O)c2ccccc2NC(=O)c2cccc(Cl)c2)CC1
    -2.3%	-5.0	6.1%	8.3	8.4	-0.2%	6.4%	-3.3%	.	25.4%
15. CCN(c1ccccc1)S(=O)(=O)c1ccc(OC)c(NC(=O)Cc2ccc(OC)c(OC)c2)c1
    -1.2%	9.4	.	-0.7	2.0	-15.6%	6.9%	.	.	.
16. Cc1cc(C)c(C#N)c(Nc2cccc(Br)c2)n1
    -6.1%	6.5	-0.4%	-3.2	-1.4	0.3%	4.5%	0.6%	0.1	11.9%
17. O=C(Nc1cccc(S(=O)(=O)Nc2ccccc2F)c1)c1ccc2ccccc2n1
    -13.8%	7.9	-4.8%	6.8	-1.1	-10.1%	0.0%	3.5%	-3.7	-20.1%
18. CN1C(=O)c2ccccc2N(C)C1c1ccc2c(c1)OCO2 (configuration not stated)
    i	3.2	2.6%	6.7	3.5	6.3%	14.2%	4.2%	7.8	-9.5%
19. C=CCSC1=C(C#N)C(c2cc(Br)c(O)c(OC)c2)CC(=O)N1 (configuration not stated)
    -1.5%	0.8	-2.4%	-9.7	-5.4	9.7%	0.0%	1.4%	-9.1	-3.5%
20. Cc1ccc2c(c1)Sc1c(ccc3ccccc13)N2
    0.0%	.	-4.0%	-0.8	1.3	15.0%	-25.6%	.	-20.3	?

Reprinted from the part before: 2 entries, followed by the next part.
Values in the order: ASM inhibitor	TRPV1 ag	GALK inh	KCNH2 3.1 block	hERG WT inh	A-T KAP1 phos	Integrin act MD	MBNL1-CUG inh	Coupling enz	CXXC DNA block
19. C=CCSC1=C(C#N)C(c2cc(Br)c(O)c(OC)c2)CC(=O)N1 (configuration not stated)
    -1.5%	0.8	-2.4%	-9.7	-5.4	9.7%	0.0%	1.4%	-9.1	-3.5%
20. Cc1ccc2c(c1)Sc1c(ccc3ccccc13)N2
    0.0%	.	-4.0%	-0.8	1.3	15.0%	-25.6%	.	-20.3	?
21. CCN(CC)S(=O)(=O)c1cc([N+](=O)[O-])ccc1NNC(=O)Nc1ccc(F)cc1
    -12.9%	10.6	-2.3%	-6.9	5.5	-0.2%	-15.9%	?	-3.2	-2.6%
22. O=[N+]([O-])c1ccc(Nc2nc(N3CCOCC3)nc(N3CCOCC3)n2)cc1
    -3.8%	.	.	-2.3	-0.7	.	?	.	.	.
23. COC(=O)c1cc(S(=O)(=O)NCCCN2CCCC2=O)cn1C
    3.9%	-0.3	-0.1%	8.3	1.7	11.3%	?	-2.3%	1.8	33.0%[activator]
24. Cc1ccc(C2(C(F)(F)F)NC(=O)N3N=C4CCCCCN4C3=C2C#N)cc1 (configuration not stated)
    0.6%	-1.8	-1.1%	0.5	1.1	-0.7%	6.7%	-2.6%	-0.1	5.0%
25. CCCCN(C(=O)c1nn(C)c(=O)c2ccccc12)c1c(N)n(CCC)c(=O)[nH]c1=O
    -0.6%	0.2	.	-4.0	-4.6	-5.3%	14.5%	.	.	.
26. COCCn1c(C)cc(C(=O)COC(=O)c2ccc(Br)o2)c1C
    4.1%	5.4	-1.1%	17.0	-0.5	-2.3%	?	10.8%	-0.2	-0.3%
27. COc1ccc(C(=O)COC(=O)c2cccc(-n3cnnn3)c2)c(OC)c1
    -0.3%	4.4	.	22.6	-1.8	-9.3%	7.7%	.	.	.
28. CC(=O)Oc1cccc(/C=N\NC(=O)C(=O)N/N=C/c2cccc(OC(C)=O)c2)c1
    -2.9%	-3.0	.	-12.9	-5.3	9.5%	4.5%	.	.	.
29. O=C(CN1CCc2ccccc21)NC(=O)NCc1ccco1
    1.2%	2.4	-1.3%	1.0	-16.7	6.8%	5.5%	-1.4%	-2.8	0.0%
30. O=C1CNC(=O)c2c(nc3n2CCC3)N1
    3.6%	-2.2	9.4%	3.1	-18.0	3.2%	-21.4%	-6.9%	0.6	-3.1%
31. O=C(Nc1cccc(-c2cscn2)c1)C1CCN(Cc2ccsc2)CC1
    -2.7%	0.5	-4.3%	8.0	-35.2	7.9%	9.2%	2.4%	.	0.0%
32. CCOc1ccccc1C(=O)NCCC(=O)O
    -1.2%	-3.5	-0.3%	5.3	1.3	4.8%	15.1%	-4.6%	1.0	2.6%
33. Cn1c(C(=O)N2CCN(Cc3ccccc3)CC2)cc2c(=O)n(C)c3ccccc3c21
    1.7%	19.4	0.2%	5.3	6.3	0.4%	3.3%	-5.2%	-9.2	-0.7%
34. COc1cccc(OC)c1C(=O)OCCCOC(=O)c1c(OC)cccc1OC
    1.1%	11.1	5.1%	3.7	-9.9	5.0%	-7.5%	-3.5%	.	6.1%
35. O=C(Cc1ccccc1)NCC(=O)N/N=C/c1cccnc1
    -7.2%	-3.3	0.7%	-1.8	-2.6	5.3%	19.6%	10.7%	-1.8	10.7%
36. COc1ccc(NC(=O)CCSCCC(=O)Nc2ccc(OC)cc2OC)c(OC)c1
    1.9%	-4.2	1.2%	23.4	16.4	-4.3%	?	-8.8%	-0.4	8.0%
37. CC[C@]1(C(=O)OC)[C@H]2C(=O)N(Cc3ccccc3)C(=O)[C@H]2[C@H]2CN(C)C(=NCc3ccccc3)N21
    4.2%	.	.	-0.8	-7.6	11.3%	15.9%	.	.	.
38. Cc1ccc(-c2nn(-c3cc(Cl)ccc3[N+](=O)[O-])c(=O)c3ccccc23)cc1
    -8.2%	10.0	-2.5%	1.5	0.7	-0.9%	-5.8%	14.0%	-2.3	-3.0%
39. C#CCOc1ccccc1CNc1ccccc1
    -3.6%	4.0	2.5%	11.1	.	-2.4%	8.0%	-3.6%	1.6	-2.7%

Compound activity (PubChem)
